High-throughput results deposited in PubChem BioAssay by several laboratories.
S1P3 antagonist = S1P3 (human) receptor antagonism. Q99500. CHO S1P3 NFAT-BLA reporter, FRET fluorescence, antagonist mode. inhibition, % at 4.98 µM. 0.27% of 170,000 active. AID 485;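 active = inhibition above the plate cutoff, the mean inhibition of test wells on that plate plus 3 SD, cut at about 28% in these data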;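 also: cells challenged with S1P at its EC80 of 0.8 µM; blue over green emission ratio from cleaved BLA substrate after 4 h stimulation; 0% = S1P-stimulated wells and 100% = unstimulated DMSO-only wells; some compounds past the cut are filed as inactive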
TR-FRET SRC-2 ct = flags TR-FRET format artefacts in PPARgamma SRC-2 recruitment agonist screen | TR-FRET artefact counter-screen; stronger effect = higher value | TR-FRET ratio at 8 µM | 0.4% of 200,000 active | AID 1049; in the data active = TR-FRET ratio above about 2000; also: inactives centre near 1500
Diaph inh CS = counter-screen for diaphorase-based assays: diaphorase inhibitors and chemical oxidizers; AID 1217; diaphorase resazurin-to-resorufin fluorescence, NADH, 16 min; bacterial (C. kluyveri) enzyme, not human; inhibition, % at 20 µM; 0.69% of 190,000 active;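 active = primary screen inhibition at 20 µM above a set limit, cut at about 50% in these data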;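 also: plate controls were DMSO with full reaction for no effect and wells lacking NADH for full effect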
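material = Clostridium kluyveri diaphorase enzyme | amount = 0.14 U/mL diaphorase, enzyme working solution | schedule = incubation 16 min, room temperature | detection = fluorescence of resorufin formed from resazurin, Ex 544/Em 590 nm | benchmarks = positive control minus NADH, DMSO neutral control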
G6PDH CS = L. mesenteroides G6PDH inhibition counter-screen; Purified L. mesenteroides G6PDH, diaphorase/resazurin coupled fluorescence, 45 min; inhibition, % at 5 µM; 0.12% of 200,000 active; in the data active = inhibition above about 50%
PMI activator = increases human mannose-6-phosphate isomerase activity | P34949 | purified human PMI, coupled resazurin fluorescence, 20 min; stronger effect = higher value; 1 = vehicle control, 0 substrate-free wells | activation factor at 20 µM | 0.005% of 190,000 active | AID 1214;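 active = activation factor of 2 or more at 20 µM, relative to plate controls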
PMI act hi M6P = activators of human phosphomannose isomerase at near-saturating mannose 6-phosphate | coupled PMI enzyme assay, resazurin fluorescence, 20 min; stronger effect = higher value; 1 = untreated enzyme, 0 = substrate-free blank | activation factor at 20 µM | 0.34% of 190,000 active | AID 1216;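 active = activation factor of 2 or more at 20 µM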
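assay system = human phosphomannose isomerase with PGI, G6PDH, diaphorase coupling enzymes | quantity = 15 ng/mL PMI | incubation = enzyme reaction with compound 20 min at room temperature | medium = HEPES pH 7.4 buffer with MgCl2 and Tween-20 | compound dosing = one concentration, 20 µM, in 1% DMSO | measured by = Diaphorase-driven resazurin-to-resorufin fluorescence, excitation 544, emission 590 nm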
ROMK mod = modulators of human ROMK potassium channel; P48048; Tet-inducible ROMK, thallium flux fluorescence; actives lie on both sides; 2% of 130,000 active; B-score at 10 µM;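 active = signal ratio slope over the read window, or its plate-corrected B-score, at least 3 SD from the plate mean, either direction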;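 also: B-score of the F/F0 ratio slope over 7 to 12 s after thallium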
Target sequence (P48048 whole entry, looked up): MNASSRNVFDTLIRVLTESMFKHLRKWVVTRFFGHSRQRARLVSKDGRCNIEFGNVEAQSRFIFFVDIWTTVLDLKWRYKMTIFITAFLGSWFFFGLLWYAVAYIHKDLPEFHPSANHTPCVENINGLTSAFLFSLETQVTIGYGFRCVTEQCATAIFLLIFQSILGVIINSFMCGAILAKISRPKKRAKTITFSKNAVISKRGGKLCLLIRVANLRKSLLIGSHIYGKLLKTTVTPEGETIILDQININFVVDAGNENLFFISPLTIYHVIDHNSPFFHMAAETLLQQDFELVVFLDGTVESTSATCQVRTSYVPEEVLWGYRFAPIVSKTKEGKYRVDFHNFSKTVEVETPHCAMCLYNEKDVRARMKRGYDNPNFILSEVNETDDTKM
PPARg SRC-1 ag = agonists of human PPARgamma SRC-1 coactivator recruitment; 0.41% of 200,000 active; activation, % at 8 µM; P37231; PPARgamma-SRC-1 coactivator recruitment biochemical assay; in the data active = activation above about 19%;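 also: 0% = DMSO and 100% = reference agonist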
Target sequence (P37231 whole entry, looked up): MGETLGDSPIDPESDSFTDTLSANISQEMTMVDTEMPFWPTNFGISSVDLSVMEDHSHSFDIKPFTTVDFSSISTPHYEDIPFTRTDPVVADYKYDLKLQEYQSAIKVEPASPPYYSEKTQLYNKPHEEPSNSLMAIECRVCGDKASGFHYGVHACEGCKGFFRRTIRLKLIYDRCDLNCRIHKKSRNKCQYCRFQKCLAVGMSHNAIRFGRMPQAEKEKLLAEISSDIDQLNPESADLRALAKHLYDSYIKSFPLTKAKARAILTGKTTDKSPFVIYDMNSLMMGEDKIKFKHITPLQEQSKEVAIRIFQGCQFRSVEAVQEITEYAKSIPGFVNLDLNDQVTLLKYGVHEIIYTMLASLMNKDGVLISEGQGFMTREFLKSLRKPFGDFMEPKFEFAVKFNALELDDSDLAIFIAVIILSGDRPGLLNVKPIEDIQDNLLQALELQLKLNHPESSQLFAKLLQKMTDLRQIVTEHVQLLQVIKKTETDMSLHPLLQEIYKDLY
PPARg SRC2 recr = PPARgamma-driven SRC-2 recruitment agonism; P37231; PPARgamma LBD-SRC-2 recruitment, biochemical; activation, % at 8 µM; 0.34% of 200,000 active; AID 1032; in the data active = activation above about 22%;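 also: 0% = vehicle and 100% = reference agonist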
Diaph act CS = activates diaphorase or chemically reduces, flagging diaphorase assay artifacts; Diaphorase/resazurin coupled assay, resorufin fluorescence, 16 min; stronger effect = higher value; 1 = vehicle wells, 0 = NADH-free wells; activation factor at 20 µM; 0.005% of 190,000 active;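 active = diaphorase activity raised at least twofold by the compound at 20 µM; inactive = activation factor below 2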
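Material: bacterial diaphorase enzyme (C. kluyveri); amount: enzyme 0.07 U/mL final; reagent: NADH substrate 0.114 mM plus resazurin dye 0.1 mM, final; doses: single compound dose of 20 µM, 1% DMSO final; timing: 16 min enzyme reaction, ambient temperature; measured by: fluorescence of resorufin, 544 nm excitation, 590 nm emission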
PPARg SRC-3 ag = agonists of human PPARgamma SRC-3 coactivator recruitment; activation, % at 8 µM; P37231; biochemical PPARgamma/SRC-3 coactivator recruitment assay; 0.26% of 200,000 active; in the data active = activation above about 23%;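 also: 0% = DMSO and 100% = reference agonist; some compounds past the cut are filed as inactive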
Numbers without * were called inactive; / = no result given.

| no. | SMILES | S1P3 antagonist | TR-FRET SRC-2 ct | Diaph inh CS | G6PDH CS | PMI activator | PMI act hi M6P | ROMK mod | PPARg SRC-1 ag | PPARg SRC2 recr | Diaph act CS | PPARg SRC-3 ag |
| --- | --- | --- | --- | --- | --- | --- | --- | --- | --- | --- | --- | --- |
| 1 | O=C(CN1CCC(n2nnc3cc(F)ccc32)CC1)Nc1ccc2c(c1)CCC2 | -1 | 1540 | 17 | -23 | 0.9 | 0.9 | -0.14 | -1 | -6 | 0.8 | 5 |
| 2 | N#Cc1ccc(NC(=O)COC(=O)C2Cc3ccccc3CN2C(=O)c2ccccc2)cc1 (centres undefined) | -5 | 1462 | 23 | -15 | 0.9 | 1 | / | -2 | -5 | 0.8 | -2 |
| 3 | O=C(Nc1ccnc(-c2ccncc2)n1)c1cccs1 | -3 | 1628 | -10 | -8 | 1.1 | 1.1 | 1.9 | 0 | -12 | 1.1 | 4 |
| 4 | Cc1ccc(N2NC(=O)/C(=C/c3ccc(-c4ccc(Cl)c(C(=O)O)c4)o3)C2=O)cc1C | -12 | 1677 | 23 | 13 | 1 | 1 | / | 7 | -1 | 0.8 | 5 |
| 5 | CCOC(=O)c1[nH]nc2c1C(=O)N(CC)C2=O | -6 | 1585 | 6 | 6 | 1 | 0.9 | / | 2 | 4 | 0.9 | -2 |
| 6 | O=C(NCCCN1CCOCC1)c1sc2cc(Cl)ccc2c1Cl | 1 | 1730 | 6 | -2 | 1.1 | 1 | / | 10 | 13 | 0.9 | 3 |
| 7 | CC1(C)C(=O)OC(c2cccc([N+](=O)[O-])c2)C2(CCCCC2)C1=O (centres undefined) | 8 | 1656 | -4 | 17 | 1 | 1 | 0.37 | -3 | -1 | 1 | -2 |
| 8 | O=C(CSc1nnc(COc2ccccc2)o1)NCCc1ccccc1 | -20 | 1535 | 17 | -7 | 1 | 1 | / | -4 | -1 | 0.8 | -11 |
| 9 | Cc1ccccc1NCC(=O)N/N=C/c1ccc([N+](=O)[O-])cc1 | 21 | 1430 | -3 | -5 | 1 | 1 | -1.3 | -2 | 8 | 1 | -5 |
| 10 | CCC(=O)Nc1nc(-c2ccc3c(c2)OCCO3)cs1 | / | 1749 | 6 | -17 | 0.9 | 0.9 | / | 5 | 1 | 0.9 | 2 |
| 11 | CCSC1(SCC)N=C(N)C2(C#N)C(c3ccc(F)cc3)C12C#N (centres undefined) | / | 1711 | 12 | 11 | 0.9 | 0.9 | / | 6 | -2 | 0.9 | 6 |
| 12 | CN(Cc1cn(C)nc1-c1ccc(Oc2ccccc2)cc1)Cc1cnc2ccccn12 | 6 | 1390 | 20 | 7 | 0.8 | 0.9 | -1.4 | 1 | 10 | 0.8 | 0 |
| 13 | O=C(NCc1ccccn1)c1nc(-c2ccc(C(F)(F)F)cc2)no1 | -20 | 1497 | -5 | 5 | 1 | 0.9 | -0.068 | 2 | 5 | 1.1 | 1 |
| 14 | CN(C)Cc1cc(CN(C)C)c(O)c(CCc2ccccc2)n1 | / | 1327 | 8 | 0 | 1 | 1 | 0.036 | 8 | -1 | 0.9 | 5 |
| 15 | CC(NC(=S)Nc1ccccc1OC(F)F)C(C)(C)C (centres undefined) | -4 | 1504 | -2 | 0 | 1 | 1 | / | -1 | -4 | 1 | -1 |
| 16 | O=C(CSCc1cnn(-c2ccccc2)c1-n1cccc1)NCc1ccccn1 | 7 | 1496 | 3 | 13 | 1 | 0.9 | -0.23 | 0 | 2 | 1 | 1 |
| 17 | O=C(N/N=C/c1ccc(O)cc1)c1cccc(C(F)(F)F)c1 | 6 | 1608 | 0 | -18 | 1 | 1 | -0.92 | 4 | 2 | 1 | 3 |
| 18 | CCN(CC)C(=O)CN(c1cccc(Br)c1)S(C)(=O)=O | 18 | 1664 | -3 | 14 | 1 | 1 | 1.2 | 8 | -3 | 1 | 1 |
| 19 | CCN1CCN(c2nc(SC)nc3sc4c(c23)CC(C)(C)OC4)CC1 | / | 1563 | 20 | -4 | 1 | 1 | / | 1 | 0 | 0.8 | -4 |
| 20 | Nc1ccc(C(=O)OCC(=O)N2c3ccccc3Sc3ccccc32)cc1[N+](=O)[O-] | -2 | 1424 | 14 | 1 | 0.9 | 1 | 0.02 | 1 | 0 | 0.9 | 0 |
| 21 | Cc1cc(C)n(-c2ccc(C(=O)NC3=NCCS3)cc2)n1 | 23 | 1268 | -4 | 1 | 1.1 | 1.1 | -0.021 | -2 | -3 | 1 | -6 |
| 22 | CCCCOc1ccc(Cl)cc1CSc1nnc(CC)n1N | 14 | 1419 | 16 | -21 | 0.9 | 0.9 | / | 8 | 9 | 0.8 | 18 |
| 23 | CCOc1ccc(N2CC(O)(c3ccc(F)cc3)[N+]3=C2CCCC3)cc1 (centres undefined) | -16 | 1661 | 2 | 12 | 0.9 | 0.9 | -1.8 | 8 | 2 | 1 | 4 |
| 24 | Cc1cccc2cc(C3CC(c4ccco4)=NN3S(=O)(=O)c3ccccc3)c(Cl)nc12 (centres undefined) | 10 | 1623 | 10 | 3 | 1 | 1 | 0.2 | -2 | 17 | 0.9 | 5 |
| 25 | CC(=O)OCC1CCCC2=C(C)C(=O)CCC21COC(C)=O (centres undefined) | -2 | 1593 | 4 | 4 | 1 | 1 | 0.78 | 8 | 0 | 1 | 2 |
| 26 | CCNC(=O)C/C(C)=N/NC(=O)C12CC3CC(CC(C3)C1)C2 | / | 1504 | 4 | 17 | 1 | 0.9 | -0.84 | 5 | -4 | 1 | 6 |
| 27 | CCOC(=O)C(Cc1ccccc1)(NC(C)=O)C(=O)OCC | / | 1420 | 3 | -2 | 1 | 1 | 0.46 | 1 | -7 | 1 | 0 |
| 28 | C/C(CCc1ccccc1)=N\NC(=O)CC(=O)NCCc1ccccc1 | 4 | 1546 | 16 | 3 | 0.9 | 0.9 | -0.75 | -2 | 2 | 0.8 | 4 |
| 29 | CN(C)c1ccc(N2C(=O)CC(Sc3ccccc3C(=O)O)C2=O)cc1 (centres undefined) | 1 | 1477 | -2 | 9 | 1.2 | 1.3 | 0.95 | 2 | 2 | 1 | -3 |
| 30 | COc1ccc(NC(=S)N2CCC(c3nc4ccc(Cl)cc4[nH]3)CC2)c(OC)c1 | / | 1719 | 0 | 4 | 0.9 | 0.9 | / | 2 | 4 | 1 | 1 |
| 31 | CC12CCC(c3nnc(SCc4ccc(Cl)cc4)nc31)C2(C)C (centres undefined) | / | 1471 | 17 | 2 | 1 | 0.9 | / | 6 | 0 | 0.8 | -3 |
| 32 | O=C(NCCN=C1NS(=O)(=O)c2ccccc21)c1ccc(S(=O)(=O)N2CCOCC2)cc1 | 4 | 1532 | -11 | 14 | 1 | 1.1 | / | -4 | -12 | 1.1 | -12 |
| 33 | Cc1nn(Cc2ccccc2)c(Cl)c1C(=O)NC(C)(C)C | -26 | 1548 | 2 | 1 | 1.1 | 0.8 | -0.061 | -2 | -2 | 1 | 3 |
| 34 | Cc1ccc(S(=O)(=O)N2CCOCC2)cc1C(=O)Nc1ccc(S(=O)(=O)Nc2nccs2)cc1 | 0 | 1469 | 15 | 6 | 0.9 | 0.9 | -1.1 | 10 | 4 | 0.8 | 3 |
| 35 | CCOc1ccc(Cl)cc1CNc1nnnn1C | -20 | 1575 | 10 | 12 | 1 | 1 | 0.26 | 9 | -4 | 0.9 | -2 |
| 36 | Cc1ccc(C(=O)NCCN(C)C)cc1C | / | 1498 | 8 | -4 | 1 | 1.1 | -1.1 | 4 | 5 | 0.9 | -1 |
| 37 | CN1CCCc2cc(C=O)ccc21 | / | 1723 | 0 | 5 | 1 | 1 | / | 2 | -1 | 1 | 13 |
| 38 | CCOC(=O)/C=c1\s/c(=C\c2ccccc2OC)c(=O)n1CC(=O)N1CCOCC1 | -8 | 1662 | 10 | 9 | 1 | 1 | 0.49 | 9 | -4 | 0.9 | -14 |
| 39 | COc1cccc2c1OCC(CN1CCN(C3CCCCC3)C(CCO)C1)=C2 (centres undefined) | -4 | 1628 | 14 | 6 | 1 | 1 | / | 3 | 1 | 0.9 | 1 |
| 40 | Nc1c(N2CCCCC2)c(=O)[nH]c(=O)n1-c1ccccc1 | -7 | 1317 | 17 | -2 | 0.8 | 0.8 | / | -8 | -3 | 0.8 | -2 |
| 41 | CCC(=O)Nc1cccc(NC(=O)c2ccc3c(c2)OCO3)c1 | -3 | 1598 | 23 | 4 | 0.8 | 0.8 | 0.41 | 7 | 7 | 0.8 | 7 |
| 42 | CCN1CCN(C(=O)CN(C)S(=O)(=O)c2ccc(OC)cc2)CC1 | -24 | 1345 | -8 | 8 | 1 | 1.1 | / | 0 | -3 | 1.1 | 2 |
| 43 | COc1ccc(C)cc1Nc1nc(-c2c(C)[nH]c3ccccc23)cs1 | 9 | 1593 | 11 | 24 | 1.4 | 1.7 | / | 0 | 3 | 0.9 | 3 |
| 44 | Cc1cccc(-n2c(CCN3C(=O)c4ccccc4C3=O)nc3ccccc3c2=O)n1 | -1 | 1541 | 19 | -11 | 0.9 | 0.9 | / | -2 | 3 | 0.8 | -9 |
| 45 | COC(=O)CS(=O)(=O)c1ccc2c(c1)CC(=O)N2 | -24 | 1402 | 12 | -6 | 0.9 | 0.8 | 1.2 | -4 | -10 | 0.9 | -6 |
| 46 | CC(CCc1ccccc1)NC(=O)C(Cc1ccccc1)NS(=O)(=O)c1cccs1 (centres undefined) | / | 1421 | 6 | 2 | 0.9 | 1 | -0.077 | 1 | 3 | 0.9 | 3 |
| 47 | Cc1cc(C)n2nc(SCc3cc(=O)n4ccccc4n3)nc2n1 | / | 1512 | / | / | / | / | -0.031 | 4 | 0 | / | 22 |
| 48 | O=S1(=O)CCN2C(c3cccc4ccccc34)=CSC2=N1 | -21 | 1658 | 10 | 4 | 1 | 0.9 | 0.44 | 5 | -3 | 0.9 | 3 |

The order is random; overall some 3.3% were active at least once.
